Screening results: PubChem BioAssay, several laboratories
Exocytosis inh: lytic granule exocytosis inhibition | TALL-104 LAMP-1 surface exposure, flow cytometry; cells stimulated with thapsigargin and PMA | inhibition, % at 10 µM | 360,000 compounds, 0.66% hits | AID 651702;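 active means inhibition above about 55%, limit read from the data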
NOD2-RIPK2 inh: blocks binding of human NOD2 to RIPK2; O43353; CHO BLA complementation NOD2-RIPK2, CCF4 ratio; inhibition, % at 4.98 µM; 360,000 compounds, 0.38% hits; in the data active means inhibition above about 21%;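 further: 0% = vehicle only and 100% = reference blocker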
ABHD5 PLIN5 PPI: ABHD5-PLIN5 protein interaction inhibition; Q00G26+Q8WTS1; 360,000 compounds, 0.78% hits; Split G. princeps luciferase complementation, luminescence, 4 h; inhibition, % at 4 µM; AID 602281;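 active means inhibition above the mean inhibition across every tested compound plus 3 SD, cut at about 22% in these data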;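 further: 0% = DMSO only wells and the 100% control is not disclosed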
TWEAK-Fn14 inh: inhibitors of TWEAK-Fn14 interaction signaling; 360,000 compounds, 2% hits; AID 1159606; TWEAK-stimulated Fn14 reporter cells, luciferase luminescence, 8 h; inhibition, % at 10 µM; in the data active means inhibition above about 50%
NCOA2 inhibitor: human SRC2 (NCOA2) inhibition | HEK293 GAL4-SRC2 luciferase reporter, luminescence | inhibition, % at 9 µM | 370,000 compounds, 0.17% hits | AID 651957;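 active means inhibition above the mean inhibition of all tested compounds plus 3 SD, set per campaign, cut at about 52% in these data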;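 further: 0% = DMSO treated cells and 100% = cells given Gossypol at 36 µM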
NCOA1 inh: inhibits human SRC1 coactivator; Q15788; HEK293 GAL4-SRC1 luciferase reporter, luminescence; 360,000 compounds, 0.12% hits; inhibition, % at 3.6 µM;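 active means inhibition above the campaign mean plus 3 SD, with each screening campaign given its own cutoff, cut at about 60% in these data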;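 further: 0% = DMSO treated cells and 100% = gossypol at 36 µM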
Target sequence (Q15788 whole entry, looked up, the tested form may be a part): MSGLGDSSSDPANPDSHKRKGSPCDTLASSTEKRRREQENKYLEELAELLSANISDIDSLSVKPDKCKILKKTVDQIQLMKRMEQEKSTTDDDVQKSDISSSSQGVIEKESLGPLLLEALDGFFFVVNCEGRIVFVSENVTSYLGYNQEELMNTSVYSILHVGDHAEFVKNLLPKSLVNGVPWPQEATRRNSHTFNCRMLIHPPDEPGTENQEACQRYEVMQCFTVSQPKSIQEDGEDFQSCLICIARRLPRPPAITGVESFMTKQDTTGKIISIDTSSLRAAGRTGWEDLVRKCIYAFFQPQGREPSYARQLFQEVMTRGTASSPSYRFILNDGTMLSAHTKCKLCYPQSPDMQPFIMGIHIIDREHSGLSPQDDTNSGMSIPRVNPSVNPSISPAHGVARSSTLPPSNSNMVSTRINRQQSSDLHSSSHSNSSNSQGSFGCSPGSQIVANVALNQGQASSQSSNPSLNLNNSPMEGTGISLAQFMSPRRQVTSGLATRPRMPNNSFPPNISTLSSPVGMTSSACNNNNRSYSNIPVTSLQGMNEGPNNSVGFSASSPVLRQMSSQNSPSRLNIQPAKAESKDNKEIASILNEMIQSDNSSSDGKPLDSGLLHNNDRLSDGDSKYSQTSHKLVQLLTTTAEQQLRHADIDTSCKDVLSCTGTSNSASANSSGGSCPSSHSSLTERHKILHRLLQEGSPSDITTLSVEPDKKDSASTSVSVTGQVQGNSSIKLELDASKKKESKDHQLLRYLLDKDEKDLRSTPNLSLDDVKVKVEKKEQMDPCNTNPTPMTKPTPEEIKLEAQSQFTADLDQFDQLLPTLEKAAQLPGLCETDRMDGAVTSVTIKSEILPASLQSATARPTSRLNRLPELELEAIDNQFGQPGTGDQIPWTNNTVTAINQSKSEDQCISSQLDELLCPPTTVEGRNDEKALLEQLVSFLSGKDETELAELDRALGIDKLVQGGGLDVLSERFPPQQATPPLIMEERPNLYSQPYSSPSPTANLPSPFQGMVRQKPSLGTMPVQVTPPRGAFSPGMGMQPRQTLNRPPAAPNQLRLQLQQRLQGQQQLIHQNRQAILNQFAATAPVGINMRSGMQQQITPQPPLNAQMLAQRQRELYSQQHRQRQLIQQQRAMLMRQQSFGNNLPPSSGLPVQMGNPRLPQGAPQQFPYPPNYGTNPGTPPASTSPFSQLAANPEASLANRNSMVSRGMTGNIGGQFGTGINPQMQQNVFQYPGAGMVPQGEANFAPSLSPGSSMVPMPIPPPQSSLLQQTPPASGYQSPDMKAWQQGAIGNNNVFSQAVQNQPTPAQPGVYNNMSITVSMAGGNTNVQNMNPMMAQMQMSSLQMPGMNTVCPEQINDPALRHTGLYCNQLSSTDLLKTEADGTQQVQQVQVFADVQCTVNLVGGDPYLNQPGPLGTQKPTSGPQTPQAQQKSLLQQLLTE
SRC3 inh: inhibitors of human steroid receptor coactivator 3 (SRC3); Q9Y6Q9; HEK293 GAL4-SRC3 luciferase reporter, luminescence; inhibition, % at 3.6 µM; 360,000 compounds, 0.17% hits; AID 588352;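 active means inhibition above a per-campaign cutoff, the mean of all compounds plus 3 SD, cut at about 60% in these data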;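 further: 0% = DMSO-treated cells and 100% = gossypol-treated cells at 36 µM; higher means less SRC3-driven luciferase light from the GAL4 reporter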
NR5A2 inv ag: NR5A2 inverse agonism in reporter assay | HEK293T StAR-luciferase reporter, LRH-1 transfected, 24 h | 360,000 compounds, 0.13% hits | inhibition, % at 3.6 µM;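 active means inhibition above the mean inhibition of all tested compounds plus 3 SD, cut at about 73% in these data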;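 further: 0% = DMSO wells and 100% = reporter-only cells lacking LRH-1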
NR2F2 inh: blocks human COUP-TFII nuclear receptor | inhibition, % at 8.6 µM | P24468 | HEK293T NGFI-A luciferase reporter, luminescence | 370,000 compounds, 0.7% hits | AID 686940;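 active means inhibition above a per-plate cutoff, mean inhibition of test wells between control levels plus 3 SD, cut at about 38% in these data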;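 further: cells cotransfected with COUP-TFII expression vector driving the NGFI-A reporter; 0% = median of COUP-TF2 test wells and 100% = reporter-only cells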
TLR9-MyD88 block: TLR9-MyD88 interaction inhibition. Q9NR96+Q99836. CHO BLA complementation TLR9-MyD88, CCF4 FRET ratio. inhibition, % at 4.98 µM. 340,000 compounds, 0.21% hits. AID 504734;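 active means inhibition above the mean over all tested compounds plus 3 SD, cut at about 21% in these data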;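 further: 0% = DMSO only wells and 100% = clavulanate BLA inhibitor control wells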
TROY signal inh: blocks TROY-dependent signaling in reporter cells; Q293 LMP1-TROYcd NF-kB luciferase reporter, 4 h; inhibition, % at 10 µM; 360,000 compounds, 0.98% hits;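 active means compounds whose plate-normalised and pattern-corrected inhibition of the luciferase reporter signal at the single screening dose is 50% or more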
* = called active by the depositor; · = no result given.

smiles	Exocytosis inh	NOD2-RIPK2 inh	ABHD5 PLIN5 PPI	TWEAK-Fn14 inh	NCOA2 inhibitor	NCOA1 inh	SRC3 inh	NR5A2 inv ag	NR2F2 inh	TLR9-MyD88 block	TROY signal inh
COCCNC(=O)c1onc(CSc2ccc(Cl)cc2)c1C(=O)O	-3	-2	6	20	-14	-25	-9	4	3	5	-13
O=C(Nc1ccc(S(=O)(=O)NCC2CCCO2)cc1)c1ccc(F)cc1 (stereo not given)	-24	-1	2	10	14	-3	16	15	45*	0	20
CCOC(=O)C1=C(O)/C(=C\c2ccc(OC)c(OC)c2)N=C1C	2	-5	0	-11	2	-7	-15	-11	-12	5	-13
CC(=O)c1cccc(S(=O)(=O)Nc2cc(C(F)(F)F)ccc2N2CCOCC2)c1	-4	3	16	-3	-35	7	2	14	-1	-9	-18
COc1cccc(NC(=O)c2oc3ccccc3c2NC(=O)C(C)(C)C)c1	1	6	-9	8	2	2	12	38	3	-5	6
Cc1ccc(NC(=O)CN2CCOCC2)c(Br)c1	-8	-5	-6	-9	-40	-38	-36	-6	-31	5	-27
Clc1cccc(-c2nc(NCc3cccnc3)c3ccccc3n2)c1	3	4	3	20	3	-3	-2	10	-2	-2	19
Cc1cccc(NC(=S)NCc2ccco2)n1	-1	-14	-7	-8	4	-15	14	-25	-2	-8	8
Cc1nc2cc(C)c(C)cc2s1	-1	-5	-5	-14	6	-5	10	-1	-4	4	10
COc1ccc(/C=C(/NC(=O)c2cccs2)C(=O)N2CCOCC2)cc1OC	2	-6	-9	3	0	-19	3	10	-5	7	-7
C=CCn1c(NCCOC)nc2c1c(=O)n(C)c(=O)n2C	-5	-11	-4	0	-2	11	8	-9	15	-4	9
CC1C(c2ccccc2)=Nn2c(=O)n(-c3ccccc3)c(=O)n21 (stereo not given)	5	-2	-1	3	14	-49	-6	-1	-23	-5	-12
NC(=O)c1c(NC(=O)COC(=O)CSc2nnc(-c3ccc(Cl)cc3)o2)sc2c1CCC2	-1	-12	5	10	3	-11	-29	-7	14	-9	8
CC(=O)c1cccc(-c2ccnc3c2CC(C(=O)Nc2cccc(OC(F)(F)F)c2)O3)c1 (stereo not given)	-5	0	-11	9	-28	6	-18	-37	-6	·	28
O=C(c1ccc2c(=O)n(Cc3ccc4c(c3)OCO4)c(=O)[nH]c2c1)N1CCN(c2ccccc2)CC1	0	7	5	-10	21	2	-18	-11	-6	6	10
C=CCN=C1SCC(=O)N1S(=O)(=O)c1ccc(C)cc1	8	-1	-6	13	-14	11	13	10	19	-2	-1
COc1ccccc1C(=O)N/N=C/c1ccc2c(c1)OCO2	-4	-2	2	-9	-45	-49	-38	-77	-27	-2	-26
COc1ccc(Cl)cc1NC(=O)COC(=O)CCNC(C)=O	1	-4	-1	11	13	0	3	-2	10	-3	10
CCOc1ccccc1NC(=O)CCNS(=O)(=O)c1ccccc1	3	-8	8	7	-1	-3	1	17	7	7	19
Oc1ccc2cccnc2c1	-1	10	7	-8	-1	-9	4	-3	19	8	7
O=C(CN1CCN(S(=O)(=O)c2ccccc2)CC1)Nc1ccc(N2CCOCC2)cc1	5	-10	3	12	12	-8	11	-4	-4	-3	17
Cc1cc(C(=O)COC(=O)c2cccnc2Cl)c(C)n1CC1CCCO1 (stereo not given)	0	6	-1	99*	47	58	61	41	63*	5	88*
CSc1ncccc1C(=O)OCC(=O)NC(=O)NCCC(C)C	1	3	0	-2	17	-18	-1	11	-29	4	9
CCN(CC)C(=O)CSc1nc(Cc2ccccc2)nc2ccccc12	11	-4	-3	13	-8	3	9	-3	-5	-6	0
CCn1cc(C(=O)NCC2CCCO2)c2cc(OC)c(OC)cc2c1=O (stereo not given)	0	-13	-3	-4	-11	-24	1	-1	13	-5	-4
CCCCOc1ccc(C(=O)Nc2ccc3c(c2)OCO3)cc1	-5	-2	-2	-22	-21	-36	-16	-31	-9	7	-21
Cc1cccc(Cn2c(Cc3ccccc3)nc3ccccc32)c1	-3	3	-2	-43	-21	12	12	10	22	-4	-2
Cc1noc(NS(=O)(=O)c2ccc(N/C=C/C(=O)c3ccc(F)cc3)cc2)c1C	-2	-1	2	57*	-75	-19	-4	-75	-30	-1	10
CCCCN1C(=O)CC(C(=O)O)C1c1ccc(OC)cc1 (stereo not given)	-2	-5	2	6	-15	5	-10	-5	-5	4	-9
Cc1cccc(NC(=O)c2ccc(-n3cccn3)c([N+](=O)[O-])c2)c1	0	-14	-1	-6	-17	1	-17	-2	-18	-5	-16
Cc1cc(C)nc(N/N=C2/CCSc3ccc(F)cc32)n1	-8	-4	-12	-4	-3	6	9	0	10	-5	-6
COc1ccc(CN2CCNC(=O)C2CC(=O)N(C)Cc2nonc2C)c(F)c1 (stereo not given)	-2	5	-1	-9	-23	-9	8	4	29	3	0
COc1ccccc1N1CCN(C(=O)c2cc(=O)c3cc(C)ccc3o2)CC1	-7	-3	-3	11	-15	-13	2	-10	5	-5	12
Cc1ccc(C2Cc3cc(O)c(O)cc3CN2)cc1 (stereo not given)	3	-7	-1	-11	-19	-7	-14	17	2	·	-2
CCn1cc(C(=O)NCCC2=CCCCC2)c(=O)c2cc(S(=O)(=O)N(C)C)ccc21	0	-18	4	32	-13	-8	19	2	29	2	14
CCOC(=O)Cn1c(=O)cc(C)c2cccc(C)c21	8	-8	2	-10	2	-2	11	5	1	4	-12
Cc1ccc(SCC(=O)NN2C(=O)c3ccccc3C2=O)cc1	4	3	-2	7	11	-9	0	0	-10	7	9
COc1ccc(CNC(=O)CC[C@H]2O[C@@H](n3ccc(=O)[nH]c3=O)[C@H](O)[C@@H]2O)cc1	1	-3	2	-1	-10	-1	-19	1	-1	·	10
CCCCCc1ccc(-c2cn(Cc3ccc(C)cc3)nn2)cc1	-6	-10	-7	-2	-8	-17	-2	-6	-37	-4	-20
CCOC(=O)C1CCCN(Cc2sccc2C)C1 (stereo not given)	-5	-14	11	6	·	13	-10	17	·	-2	3

(more compounds)
Second line of a record – Exocytosis inh | NOD2-RIPK2 inh | ABHD5 PLIN5 PPI | TWEAK-Fn14 inh | NCOA2 inhibitor | NCOA1 inh | SRC3 inh | NR5A2 inv ag | NR2F2 inh | TLR9-MyD88 block | TROY signal inh
- O=C(CSCc1ccccc1Cl)N1CCN(c2ccccn2)CC1
 : 0 | -3 | 2 | -5 | -32 | -30 | -27 | -29 | -27 | 1 | -48
- N#Cc1nc(-c2ccccc2F)oc1N1CCCC1
 : -1 | -14 | -2 | -36 | -39 | 2 | -25 | 19 | 5 | -3 | 0
- COC(=O)[C@H](CC(C)C)NC(=O)Nc1ccccc1F
 : -1 | -2 | -1 | 9 | -20 | 1 | 0 | -7 | 11 | -2 | 9
- Cc1ccccc1NC(=O)CON=C(N)c1ccccc1
 : 8 | -3 | 4 | 1 | -17 | 6 | -24 | -7 | -6 | 7 | -3
- CCN(CC)c1ccc(C(=S)NC2CCCCC2)cc1
 : 1 | -17 | -2 | -5 | -13 | -19 | -44 | -9 | -11 | -1 | -56
- CC(C)c1ccc(OCC(=O)Nc2cccc(C(=O)Nc3ccccc3C(=O)O)c2)cc1
 : 6 | -6 | -7 | 0 | -11 | -6 | -1 | -6 | -7 | -4 | 48
- Cn1cc(Cl)c(C(=O)NC2CCCCCC2)n1
 : 4 | -3 | 0 | -9 | -35 | -53 | 1 | -30 | -19 | 7 | -30
- Cc1ccc2c(C)c(C(=O)N(C)Cc3nccn3C)oc2c1C
 : -2 | 8 | 2 | -8 | -22 | -22 | -59 | -16 | -4 | 2 | -10
- COC(=O)c1ccc(COC(=O)c2ccc(CS(=O)(=O)c3ccc(C)cc3)cc2)cc1
 : 3 | -11 | 7 | -10 | 0 | 1 | 10 | 7 | 11 | -7 | 6
- CN(C)/C=C1/OC(=O)C(C#N)=C1c1ccc(Cl)cc1
 : -12 | -9 | -3 | -2 | 6 | -22 | 3 | 5 | 6 | 5 | -4

Entries above that have two or more sulfur atoms (2):
Second line of a record – Exocytosis inh | NOD2-RIPK2 inh | ABHD5 PLIN5 PPI | TWEAK-Fn14 inh | NCOA2 inhibitor | NCOA1 inh | SRC3 inh | NR5A2 inv ag | NR2F2 inh | TLR9-MyD88 block | TROY signal inh
- NC(=O)c1c(NC(=O)COC(=O)CSc2nnc(-c3ccc(Cl)cc3)o2)sc2c1CCC2
 : -1 | -12 | 5 | 10 | 3 | -11 | -29 | -7 | 14 | -9 | 8
- C=CCN=C1SCC(=O)N1S(=O)(=O)c1ccc(C)cc1
 : 8 | -1 | -6 | 13 | -14 | 11 | 13 | 10 | 19 | -2 | -1

Continued:
Second line of a record – Exocytosis inh | NOD2-RIPK2 inh | ABHD5 PLIN5 PPI | TWEAK-Fn14 inh | NCOA2 inhibitor | NCOA1 inh | SRC3 inh | NR5A2 inv ag | NR2F2 inh | TLR9-MyD88 block | TROY signal inh
- O=C(COc1ccccc1)NCC(c1cccs1)N1CCOCC1 (stereo not given)
 : 0 | -3 | -7 | -9 | 4 | 12 | 0 | -16 | -6 | -1 | -7
- Cc1cc(C)c(OCC(=O)Nc2cccc(O)c2)cc1C
 : -8 | 3 | -7 | -2 | -57 | -133 | -76 | -164 | -17 | 5 | -80
- NC(=O)c1sc(-c2ccsc2)cc1NS(=O)(=O)c1ccc(C(F)(F)F)cc1
 : 11 | -1 | 2 | 20 | -40 | 13 | 5 | 16 | -14 | · | 37
- Cc1cccc(C(=O)NCc2nnc(SCC(=O)NC3CCCC3)n2C)c1
 : -5 | 1 | -7 | -1 | -7 | -20 | 4 | -3 | -4 | 1 | -6
- O=C(NNc1ccnc2cc(Cl)ccc12)C1CCCCC1
 : 0 | 10 | -2 | 23 | 17 | 26 | 20 | 36 | 57* | 5 | 14
- CCOc1ccc(OCCn2c(SCC(=O)O)nc3ccccc32)cc1
 : -6 | 1 | -5 | 21 | -8 | 1 | 3 | -3 | 7 | -8 | 18

Some values from the results shown.
Entry for CCOc1ccc(OCCn2c(SCC(=O)O)nc3ccccc32)cc1 under NR2F2 inh: 7
Entry for Cc1cccc(C(=O)NCc2nnc(SCC(=O)NC3CCCC3)n2C)c1 under TWEAK-Fn14 inh: -1
Entry for O=C(COc1ccccc1)NCC(c1cccs1)N1CCOCC1 (stereo not given) under NCOA2 inhibitor: 4
Entry for NC(=O)c1sc(-c2ccsc2)cc1NS(=O)(=O)c1ccc(C(F)(F)F)cc1 under NR5A2 inv ag: 16
Entry for Cc1cc(C)c(OCC(=O)Nc2cccc(O)c2)cc1C under TLR9-MyD88 block: 5
Entry for O=C(NNc1ccnc2cc(Cl)ccc12)C1CCCCC1 under TLR9-MyD88 block: 5

These rows are one share of the data. The share of hits here may be higher or lower than overall.
